ERAP1 inh – human ERAP1 aminopeptidase inhibitors, primary screen, biochemical, single point, plate reader; inhibition, % at 10.7 µM; recombinant ERAP1, Leu-AMC fluorescence, 60 min; 0.15% of 340,000 active; Endoplasmic reticulum aminopeptidase 1 (Homo sapiens), Q9NZ08;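 active = mean replicate inhibition of at least 30%, or all replicates individually reaching that 30% level; inactive = mean below 30% and not every replicate reaching it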;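 also: 0% = neutral control wells and 100% = L-leucinethiol positive control wells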
Target sequence (Q9NZ08 whole entry, looked up): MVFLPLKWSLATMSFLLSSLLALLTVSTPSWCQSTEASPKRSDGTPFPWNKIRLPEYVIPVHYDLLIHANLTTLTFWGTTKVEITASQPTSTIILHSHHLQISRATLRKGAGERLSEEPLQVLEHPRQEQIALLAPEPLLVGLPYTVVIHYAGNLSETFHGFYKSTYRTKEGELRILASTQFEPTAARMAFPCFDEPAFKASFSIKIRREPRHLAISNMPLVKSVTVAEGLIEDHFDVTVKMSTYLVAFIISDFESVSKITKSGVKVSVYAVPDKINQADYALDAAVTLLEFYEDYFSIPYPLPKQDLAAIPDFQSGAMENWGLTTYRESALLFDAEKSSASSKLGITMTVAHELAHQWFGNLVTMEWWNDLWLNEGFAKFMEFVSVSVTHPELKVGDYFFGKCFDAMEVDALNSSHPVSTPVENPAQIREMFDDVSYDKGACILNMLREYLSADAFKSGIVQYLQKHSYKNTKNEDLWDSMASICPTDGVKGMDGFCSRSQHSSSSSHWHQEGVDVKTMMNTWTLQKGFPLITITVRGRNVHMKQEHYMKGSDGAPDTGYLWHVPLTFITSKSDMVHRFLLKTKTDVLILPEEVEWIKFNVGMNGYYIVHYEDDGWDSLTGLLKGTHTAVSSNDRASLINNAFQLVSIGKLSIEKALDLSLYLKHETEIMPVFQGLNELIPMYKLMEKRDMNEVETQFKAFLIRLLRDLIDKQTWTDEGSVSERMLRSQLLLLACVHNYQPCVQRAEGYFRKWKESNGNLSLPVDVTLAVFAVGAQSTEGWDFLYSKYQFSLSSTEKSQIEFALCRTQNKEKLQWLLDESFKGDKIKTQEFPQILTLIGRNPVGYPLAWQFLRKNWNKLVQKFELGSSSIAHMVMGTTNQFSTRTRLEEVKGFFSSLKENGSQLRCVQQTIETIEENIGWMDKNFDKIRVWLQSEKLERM
EWS-Fli inh – EWS/Fli-driven NR0B1 reporter inhibitors, primary screen, A673 cells, NR0B1 luciferase, luminescence, MLPCN library; viability-normalised; 0.67% of 350,000 active; inhibition, % at 12.6 µM;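 active = mean inhibition of at least 50% after viability correction, with every replicate also passing that limit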;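 also: firefly luciferase signal divided by Alamar Blue viability fluorescence both relative to DMSO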
S100A4 MyoIIA – inhibitors of S100A4-myosin IIA peptide binding, primary screen, biochemical, fluorescence polarization, TAMRA-MyoIIA peptide; inhibition, % at 10.7 µM; Protein S100-A4 (Homo sapiens), P26447; 0.14% of 360,000 active;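 active = mean inhibition of at least 70% across replicates, with every replicate also reaching that level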
Target sequence (P26447 whole entry, looked up): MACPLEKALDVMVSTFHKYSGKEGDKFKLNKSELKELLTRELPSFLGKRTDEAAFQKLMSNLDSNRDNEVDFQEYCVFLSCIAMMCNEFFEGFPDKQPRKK
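Assay system: human S100A4 monomer with TAMRA-labelled myosin IIA peptide / Buffer or medium: Calcium-containing HEPES buffer, pH 7.2 / Reagent: TAMRA-labelled myosin IIA heavy-chain peptide probe, 5 nM / Compound: one dose per compound / Timing: polarization read 5 min after assay mix addition, stable 5–60 min / Benchmarks: neutral control DMSO, positive control TFP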
LGR2 inh – inhibitors of bursicon-induced LGR2 CRE-luciferase signal, primary screen, cell-based, HEK293, CRE-luciferase reporter, bursicon stimulation; bursicon-stimulated, 4 h; inhibition, % at 9.99 µM; Drosophila bursicon receptor LGR2 (rickets); 0.35% of 380,000 active; AID 720647, 2013;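 active = drop in luminescence signal, shown as inhibition above about 50% in the replicate tests, limit read from the data, passing the limit was not always enough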;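 also: agonist challenge used bursicon conditioned medium at about half maximal strength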
PGC1a acetyl inh – inhibitors of PGC1a acetylation signal, primary screen, cell-based, U2OS, AlphaScreen, inhibitor mode. AlphaScreen anti-acetyl-lysine; with virally co-expressed GCN5 acetyltransferase. inhibition, % at 15.6 µM. 0.17% of 350,000 active;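 active = every replicate shows inhibition of at least 40%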;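 also: 0% = neutral control wells and 100% = positive control wells; some results beyond the cut were filed as inactive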
FN deposit inh – inhibitors of fibronectin matrix deposition, primary screen, AH1F cells, Alexa488-fibronectin fluorescence, plate reader | inhibition, % at 12.6 µM | AH1F fibroblasts, overnight | 0.086% of 350,000 active;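 active = mean inhibition across replicates of 30% or more, regardless of how many single replicates reach that level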;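 also: positive control wells lacked labelled fibronectin entirely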
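Assay system: AH1F fibroblasts assembling fluorescent fibronectin matrix; Amount: 10000 AH1F cells per well; Buffer or medium: DMEM, 2% serum; Probe or stimulus: Alexa488-fibronectin, 24 nM final in well; Doses: single compound dose, delivered by pin transfer; Incubation: 1 h adhesion, overnight exposure; Measured by: fluorescence 485/525 nm; Read-out: fibronectin deposition inhibition.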
PAX8 inh HTS – inhibitors of PAX8-driven TPO luciferase reporter, primary screen, RMG-I cells, single concentration. SteadyGlo, 24 h. 1.2% of 360,000 active. inhibition, % at 12.6 µM;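 active = mean replicate inhibition at least 60% with every replicate also reaching 60%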;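 also: luciferase light reporting Pax8 driven TPO promoter activity; plate controls were median of neutral control wells for no effect and mitoxantrone controls for full effect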
PglD DTNB – C. jejuni PglD acetyltransferase inhibitors, primary screen, biochemical, DTNB colorimetric, single point; inhibition, % at 12.5 µM; 0.098% of 360,000 active; AID 602405, 2012; purified PglD enzyme, DTNB colorimetric CoA detection; UDP-N-acetylbacillosamine N-acetyltransferase PglD (Campylobacter jejuni); in the data active = inhibition above about 16%, passing the limit was not always enough; also: strong numbers were not always called active
Active calls of the source: *; . = not tested or not shown.

nr	smiles	ERAP1 inh	EWS-Fli inh	S100A4 MyoIIA	LGR2 inh
1	CC1(C(=O)NCc2ccco2)Cc2c(-c3ccc(C(N)=O)cc3)ccnc2O1 (stereo unspecified)	-1.8	47.5	-5.4	18.7
2	CN(C)C(=O)C[C@H]1C[C@H]2c3cc(NC(=O)C4CCOCC4)ccc3O[C@H]2[C@H](CO)O1	0.4	-5.4	-5.5	8.8
3	Cc1cc2c(n1-c1ccc(C(N)=O)cc1)CC(C)(C)CC2=O	1.1	.	-2.8	4.7
4	Cc1ccc(OCc2cc(C(=O)N3CCN(C4CCCC4)CC3)no2)cc1C	-4.0	-29.6	-7.0	-16.2
5	CCOC(=O)/C=c1\s/c(=C\c2sccc2C)c(=O)n1CC(=O)NCc1ccc(C)cc1	-9.9	35.1	-2.4	.
6	C/C=C/c1ccc([C@@H]2[C@@H](CO)N3CCCCN(C(=O)Nc4ccc(OC)cc4)C[C@H]23)cc1	-0.6	5.9	2.4	-23.4
7	CC(C)CC1NC(=O)N(CC(=O)N2CCCc3ccccc32)C1=O (stereo unspecified)	-4.9	-0.9	2.5	19.4
8	CC1(C)C[C@H]2C3=CCC4[C@@]5(C)CC[C@H](O)C(C)(C)C5CC[C@@]4(C)[C@]3(C)[C@@H](O)[C@@H](O)[C@@]2(CO)[C@@H](O)[C@@H]1O (stereo partly specified)	10.3	1.6	31.5	7.9
9	CCOC(=O)CNc1c(-c2ccc(O)cc2)nc2ccccn12	.	.	.	-4.4
10	c1ccc(COc2ccc(OCCCNC3CCCC3)cc2)cc1	5.1	.	-1.6	-20.4
11	COc1ccc2[nH]c(C(=O)NCc3ccccc3)c(C)c2c1	-1.7	-41.7	-0.6	-14.2
12	CS(=O)(=O)N1[C@@H](C#N)[C@@H](c2ccccc2)[C@@H]1CO	1.8	-12.5	4.7	1.5

nr	PGC1a acetyl inh	FN deposit inh	PAX8 inh HTS	PglD DTNB
1	7.4	3.1	18.3	3.9
2	-7.0	-3.3	-7.2	-1.5
3	3.0	7.8	.	0.6
4	.	.	-64.6	1.8
5	.	-3.2	-9.5	.
6	6.8	.	6.1	-1.8
7	3.8	-9.8	-5.0	.
8	-2.8	-17.6	-3.4	3.1
9	1.8	-3.2	.	-0.6
10	-23.8	-9.2	-37.8	0.3
11	-0.8	-0.1	-15.6	0.1
12	2.5	-4.9	-11.4	0.0

Sorted by the number under PglD DTNB (rising): some entries from above
no. | mol | ERAP1 inh | S100A4 MyoIIA | LGR2 inh | PGC1a acetyl inh | PglD DTNB
12 | CS(=O)(=O)N1[C@@H](C#N)[C@@H](c2ccccc2)[C@@H]1CO | 1.8 | 4.7 | 1.5 | 2.5 | 0.0
11 | COc1ccc2[nH]c(C(=O)NCc3ccccc3)c(C)c2c1 | -1.7 | -0.6 | -14.2 | -0.8 | 0.1
8 | CC1(C)C[C@H]2C3=CCC4[C@@]5(C)CC[C@H](O)C(C)(C)C5CC[C@@]4(C)[C@]3(C)[C@@H](O)[C@@H](O)[C@@]2(CO)[C@@H](O)[C@@H]1O (stereo partly specified) | 10.3 | 31.5 | 7.9 | -2.8 | 3.1

Other records
nr	smiles	ERAP1 inh	EWS-Fli inh	S100A4 MyoIIA	LGR2 inh
13	Cc1cc(NC(=O)c2ccco2)ccc1NC(=O)c1ccco1	-2.5	-38.0	-3.1	-13.3
14	CN(C)C1(CNC(=O)C2CCC(=O)N(Cc3ccc(Cl)cc3)C2)CCCCC1 (stereo unspecified)	1.8	.	-0.7	10.8
15	CN(C)CC#Cc1ccc([C@H]2[C@H](CO)N3CCCCN(C(=O)C4CC4)C[C@@H]23)cc1	.	0.4	.	.
16	O=C(CN1C(=O)NC2(CCCC2)C1=O)NC(c1ccccc1)c1ccccc1	1.5	7.9	2.8	-38.7
17	Cc1ccc(S(=O)(=O)Nc2ccc3c(c2)C(=O)N([C@H](C)CO)C[C@@H](C)[C@H](CN(C)C(=O)c2ccncc2)OCCCC[C@@H](C)O3)cc1	.	-9.6	.	19.1
18	CN(CC(=O)Nc1ccc(Cl)c(C(F)(F)F)c1)C(=O)Cc1cccs1	-0.3	.	-6.6	6.3
19	CN(C)C(=O)c1ccc(-c2ccccc2[C@H]2[C@H](C#N)N(C(=O)C3CCC3)[C@H]2CO)cc1	-0.3	-9.4	4.7	-3.0
20	CO[C@@H]1CC[C@@H]2CCOc3c(C#N)cccc3C(=O)N(C)C[C@@H](c3ccccc3)CC(=O)N(C)C[C@H]1O2	1.1	-8.5	46.1	5.4
21	CC1=C(C(=O)OCc2ccccc2)C(c2cccc([N+](=O)[O-])c2)NC(=O)N1C (stereo unspecified)	3.7	7.1	-5.6	5.6
22	C[C@H](CO)N1C[C@H](C)[C@H](CN(C)S(C)(=O)=O)Oc2ccc(NS(=O)(=O)c3cccs3)cc2C1=O	-5.6	-114.7	5.5	7.6
23	C[C@@H]1CCCCO[C@@H](CN(C)C(=O)c2ccccc2)[C@H](C)CN([C@@H](C)CO)C(=O)c2cc(NC(=O)c3ccccc3)ccc2O1	0.0	.	-5.4	10.2
24	CC(=O)Nc1ccc(SC(Sc2ccc(NC(C)=O)cc2)c2ccccc2)cc1	7.8	-6.6	1.8	-8.1

nr	PGC1a acetyl inh	FN deposit inh	PAX8 inh HTS	PglD DTNB
13	.	-5.0	-40.9	5.1
14	.	-5.1	-6.2	2.9
15	-3.7	.	3.0	-3.3
16	-11.3	-2.6	13.9	-0.3
17	-12.4	-2.0	-7.7	-0.3
18	-7.7	.	6.5	11.1
19	8.1	-1.9	-19.0	.
20	9.7	6.4	-6.8	-2.5
21	0.4	3.3	25.4	-2.7
22	-11.5	.	.	-5.9
23	-4.1	-3.5	22.8	1.0
24	6.2	-5.7	2.8	-5.7

Next part.
nr	smiles	ERAP1 inh	EWS-Fli inh	S100A4 MyoIIA	LGR2 inh
25	CCCCC[C@H](C)N1C[C@H](COCc2ccccc2)Oc2cc(N3CC[C@@H](N(C)C)C3)ccc2S1(=O)=O	2.0	59.5*	-0.6	-1.5
26	O=C(CCNS(=O)(=O)c1cccs1)Nc1nccs1	.	.	.	.
27	Clc1ccc(SCCOCCN2CCCCCC2)cc1	2.3	19.9	-3.1	-3.0
28	C[C@H](CO)N1C[C@H](C)[C@H](CN(C)Cc2ccc(C(=O)Nc3ccccc3N)cc2)Oc2ccc(NC(=O)CCN3CCOCC3)cc2CC1=O	1.6	-13.9	-35.9	-7.3
29	CO[C@@H]1CN(C)C(=O)c2cc(NC(=O)c3ccc(-c4ccccc4)cc3)ccc2OC[C@@H](C)NC[C@@H]1C	-0.6	74.9*	-13.0	12.8
30	CCCCC(CC)C(=O)Nc1cc(C(=O)NCc2ccc(C)cc2)ccc1N1CCC2(CC1)CC(c1cccc(Br)c1)=NO2 (stereo unspecified)	-1.5	3.6	17.8	5.7
31	CO[C@H]1CN(C)C(=O)c2ccc(NS(C)(=O)=O)cc2OC[C@H](C)NC[C@H]1C	-0.4	2.7	-8.2	2.7
32	O=C1NC2=C(C(=O)CCC2)C(c2ccccc2)N1 (stereo unspecified)	1.9	0.2	-1.8	-9.4
33	CCCC#Cc1ccc([C@@H]2[C@H]3CN(S(=O)(=O)c4ccccc4F)CCCCN3[C@H]2CO)cc1	.	18.0	.	19.9
34	O=C(NC1CCCCC1)C(c1ccco1)N(C(=O)C(F)(F)F)C1CC1 (stereo unspecified)	.	.	.	.
35	COc1cc(/C=N/NS(=O)(=O)c2ccc(C)cc2)ccc1OCc1cccc(C(=O)O)c1	1.6	79.4*	1.6	80.2*
36	C[C@H]1CCCCO[C@H](CN(C)S(=O)(=O)c2ccc(F)cc2)[C@@H](C)CN([C@@H](C)CO)C(=O)c2cc(NC(=O)Nc3cccc4ccccc34)ccc2O1	-0.6	8.0	-21.1	6.5

nr	PGC1a acetyl inh	FN deposit inh	PAX8 inh HTS	PglD DTNB
25	.	3.8	25.9	.
26	-16.8	4.9	19.5	1.8
27	3.9	-0.6	7.6	0.2
28	0.0	.	13.9	.
29	-16.3	16.2	12.5	-1.0
30	20.6	3.0	30.3	-4.2
31	-9.3	0.1	.	2.0
32	.	-4.9	-11.0	1.2
33	-9.4	.	94.9*	2.7
34	-5.0	-2.6	-13.6	7.4
35	3.9	2.5	91.3*	0.8
36	2.4	-4.4	17.3	-2.7

(listing goes on)
nr	smiles	ERAP1 inh	EWS-Fli inh	S100A4 MyoIIA	LGR2 inh
37	N#Cc1ccc(-c2ccc3c(c2)[C@@H]2[C@@H](CCN2C(=O)c2ccc4c(c2)OCO4)[C@H](CO)N3)cc1	-1.4	0.2	8.3	7.7
38	CN(Cc1ccccc1)CC(O)CN(C)Cc1ccccc1	-0.2	0.8	0.8	-3.3
39	O=C(O)C1CCN(c2ccc(S(=O)(=O)N3CCCCC3)cc2[N+](=O)[O-])CC1	-2.4	3.8	-1.2	-4.2
40	Nc1ccc(C=C2C=Cc3ccccc32)cc1	-1.2	-10.2	-9.3	-77.2
41	CC1=C(C(=O)N2CCOCC2)CC(CC(=O)NCCN2CCOCC2)C(=O)N1Cc1ccccc1 (stereo unspecified)	.	4.7	1.9	0.5
42	C[C@H]1CN([C@@H](C)CO)C(=O)c2cc(C#Cc3ccccc3)cnc2O[C@H]1CN(C)C(=O)c1ccccn1	3.0	-11.4	6.5	-6.2
43	CCCNC(=O)Nc1ccc2c(c1)C(=O)N(C)C[C@@H](OC)[C@@H](C)CN(Cc1ccccc1)[C@H](C)CO2	.	13.3	.	2.9
44	O=C(Cn1c(-c2ccccc2)c[n+]2ccsc12)c1ccccc1	-2.3	-1.1	2.7	-23.6
45	CC(=O)Nc1nc(-c2cccs2)cs1	.	.	.	.
46	O=C(NCCc1ccccc1)c1cccc(NC(=O)c2ccccc2)c1	.	-48.7	0.5	-49.4
47	Cc1ccc(C(=O)NCC(=O)Nc2ccncc2)s1	-3.5	.	-17.0	13.5

nr	PGC1a acetyl inh	FN deposit inh	PAX8 inh HTS	PglD DTNB
37	3.4	6.5	11.4	8.6
38	-9.2	-0.1	-12.0	-8.0
39	-11.6	7.5	-21.8	-3.0
40	-17.1	-14.4	-174.0	-14.0
41	-11.2	9.9	-0.3	-0.8
42	7.3	.	-18.9	4.0
43	-22.1	-9.4	.	.
44	-0.3	0.3	-3.3	-2.9
45	5.6	5.8	-12.6	-5.6
46	-3.1	-3.6	-77.4	0.5
47	.	4.8	30.6	6.3

This is a random part of the collection (roughly 2.1% active in at least one column).
